BoNT-A LC inh2: BoNT A light chain protease inhibition; inhibition, % at 10 µM; multiplex microsphere protease substrate cleavage, flow cytometry; AID 588499; 0.17% of 360,000 active; also: plate controls were buffer without enzyme for full effect and enzyme alone for no effect
Yp Topo-I inh: Y. pestis Topo-I inhibition via cleavage products; Y. pestis Topo-I cleavage product accumulation, plate reader; activity, % at 10 µM; 0.064% of 360,000 active; in the data active = activity above about 50%, passing the limit was not always enough; inconclusive = no clear call, values can overlap the other calls; also: inactives centre near 2
CCHFV vOTU inh: CCHFV vOTU protease inhibition; Pep-AMC fluorescence; 0.55% of 370,000 active; AID 651958; inhibition, % at 11.5 µM; in the data active = inhibition above about 30%; also: 0% = vehicle wells with enzyme and 100% = no enzyme wells
PrPC surface inh: inhibitors of human cell surface prion protein PrPC; P04156; TR-FRET read-out; inhibition, % at 13.8 µM; 0.43% of 370,000 active; in the data active = inhibition above about 24%; also: 0% = median of the test wells and 100% = reference compound wells
BoNT-F LC inh: blocks Botulinum neurotoxin F light chain protease | Multiplex microsphere protease cleavage assay, flow cytometry | inhibition, % at 10 µM | 0.22% of 360,000 active | AID 588497; in the data active = inhibition above about 35%, passing the limit was not always enough; inconclusive = no clear call, values can overlap the other calls; also: plate controls were buffer without enzyme for full effect and enzyme alone for no effect
TcdB GH inh: TcdB glycohydrolase inhibition. AID 652162. 0.24% of 350,000 active. inhibition, % at 9.99 µM. P18177. TcdB glycohydrolase enzymatic assay, plate reader; in the data active = inhibition above about 10%
Target sequence (P18177 whole entry, looked up): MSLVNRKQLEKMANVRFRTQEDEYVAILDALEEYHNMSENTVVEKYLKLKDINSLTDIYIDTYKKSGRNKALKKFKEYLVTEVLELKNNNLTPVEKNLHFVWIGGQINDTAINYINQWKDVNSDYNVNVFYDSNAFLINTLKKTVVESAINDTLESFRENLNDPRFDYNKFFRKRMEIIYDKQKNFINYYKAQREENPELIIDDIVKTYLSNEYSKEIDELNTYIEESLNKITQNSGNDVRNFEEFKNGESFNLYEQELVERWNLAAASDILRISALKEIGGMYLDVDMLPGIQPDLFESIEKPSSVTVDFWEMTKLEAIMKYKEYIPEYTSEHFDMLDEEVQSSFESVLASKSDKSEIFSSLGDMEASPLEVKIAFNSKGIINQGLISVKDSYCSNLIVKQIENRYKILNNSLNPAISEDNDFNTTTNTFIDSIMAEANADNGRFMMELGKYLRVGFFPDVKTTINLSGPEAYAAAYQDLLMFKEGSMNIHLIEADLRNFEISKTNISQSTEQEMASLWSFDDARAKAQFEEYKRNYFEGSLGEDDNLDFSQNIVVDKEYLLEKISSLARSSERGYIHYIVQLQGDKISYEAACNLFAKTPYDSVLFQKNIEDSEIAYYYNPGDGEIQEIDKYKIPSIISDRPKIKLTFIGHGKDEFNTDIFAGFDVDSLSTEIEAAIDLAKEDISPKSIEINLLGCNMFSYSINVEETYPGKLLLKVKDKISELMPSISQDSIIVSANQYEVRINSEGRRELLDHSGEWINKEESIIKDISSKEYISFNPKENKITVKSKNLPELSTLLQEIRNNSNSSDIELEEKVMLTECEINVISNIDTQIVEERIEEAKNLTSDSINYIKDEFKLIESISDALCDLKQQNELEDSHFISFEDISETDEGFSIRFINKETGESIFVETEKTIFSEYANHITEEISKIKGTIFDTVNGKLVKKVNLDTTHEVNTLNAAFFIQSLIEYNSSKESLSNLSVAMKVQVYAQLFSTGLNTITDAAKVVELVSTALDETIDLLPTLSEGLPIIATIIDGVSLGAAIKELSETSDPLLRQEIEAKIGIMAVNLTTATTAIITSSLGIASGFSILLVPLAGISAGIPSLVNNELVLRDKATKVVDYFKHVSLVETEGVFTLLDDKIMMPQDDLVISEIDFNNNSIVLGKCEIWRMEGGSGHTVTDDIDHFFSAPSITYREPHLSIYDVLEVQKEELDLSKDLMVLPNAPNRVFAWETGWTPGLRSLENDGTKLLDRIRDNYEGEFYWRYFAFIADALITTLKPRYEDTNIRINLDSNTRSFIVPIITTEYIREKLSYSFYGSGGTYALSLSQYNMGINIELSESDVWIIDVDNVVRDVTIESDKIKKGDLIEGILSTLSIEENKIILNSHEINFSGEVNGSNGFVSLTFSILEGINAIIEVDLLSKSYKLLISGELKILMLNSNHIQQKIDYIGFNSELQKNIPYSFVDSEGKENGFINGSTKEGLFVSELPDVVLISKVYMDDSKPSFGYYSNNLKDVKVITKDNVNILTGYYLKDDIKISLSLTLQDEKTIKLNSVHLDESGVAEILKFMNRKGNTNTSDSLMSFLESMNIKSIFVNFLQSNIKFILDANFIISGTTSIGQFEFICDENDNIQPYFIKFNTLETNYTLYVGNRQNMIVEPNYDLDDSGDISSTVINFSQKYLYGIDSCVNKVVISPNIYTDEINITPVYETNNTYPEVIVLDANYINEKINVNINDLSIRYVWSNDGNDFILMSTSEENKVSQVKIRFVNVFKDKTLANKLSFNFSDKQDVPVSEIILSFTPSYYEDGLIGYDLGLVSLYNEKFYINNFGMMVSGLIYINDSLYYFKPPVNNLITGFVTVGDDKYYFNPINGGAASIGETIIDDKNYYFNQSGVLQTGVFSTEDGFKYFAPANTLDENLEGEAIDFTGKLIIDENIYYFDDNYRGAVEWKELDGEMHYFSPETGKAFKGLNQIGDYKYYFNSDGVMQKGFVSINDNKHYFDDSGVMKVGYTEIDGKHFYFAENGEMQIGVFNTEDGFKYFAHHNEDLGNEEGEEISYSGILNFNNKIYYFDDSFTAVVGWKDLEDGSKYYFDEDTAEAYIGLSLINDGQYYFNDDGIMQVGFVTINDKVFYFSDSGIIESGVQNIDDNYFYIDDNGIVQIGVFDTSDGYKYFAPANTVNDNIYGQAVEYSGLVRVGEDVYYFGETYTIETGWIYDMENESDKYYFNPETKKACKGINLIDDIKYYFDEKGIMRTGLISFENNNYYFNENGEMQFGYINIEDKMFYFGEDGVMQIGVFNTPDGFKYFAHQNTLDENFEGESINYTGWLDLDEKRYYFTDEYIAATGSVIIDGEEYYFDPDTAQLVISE
Anthrax LF inh2: blocks Bacillus anthracis lethal factor protease; P15917; multiplex microsphere protease cleavage assay, LF; inhibition, % at 10 µM; 0.12% of 360,000 active; also: plate controls were buffer without enzyme for full effect and enzyme alone for no effect
PfHsp40 rescue: restores yeast growth despite PfHsp40 toxicity; S. cerevisiae expressing PfHsp40, growth rescue, ATP luminescence; growth rescue, % at 12.5 µM; AID 504582; 0.68% of 340,000 active; in the data active = growth rescue above about 28%, passing the limit was not always enough; inconclusive = no clear call, values can overlap the other calls;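 also: yeast W303a lacking pdr1 and pdr3 grown in galactose medium; growth measured after three days at 30 °C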
FadD28 FP inh: blocks FadD28 binding to the bisubstrate probe; inhibition, % at 12.5 µM; fluorescence polarization; 0.22% of 360,000 active; in the data active = inhibition above about 8.5%, passing the limit was not always enough; inconclusive = no clear call, values can overlap the other calls
* marks the source's active call; other numbers are inactive results; ? = inconclusive; / = no result given. Rule as the data show it, unless noted: active = inhibition above about 30%; inconclusive = no clear call, values can overlap the other calls; inactive = below that.

SMILES	BoNT-A LC inh2	Yp Topo-I inh	CCHFV vOTU inh	PrPC surface inh	BoNT-F LC inh	TcdB GH inh	Anthrax LF inh2	PfHsp40 rescue	FadD28 FP inh
Cc1ccc(NS(=O)(=O)c2ccc3c(c2)n(C)c(=O)c(=O)n3C)c(C)c1	4.9	-6	10	0	11	1.6	3	-0.5	-0.9
CCS(=O)(=O)N1CCN(C(=O)c2ccc3nc(C)c(N(C)C(=O)CCc4ccccc4)n3c2)CC1	-0.6	-2	-14	-1	-6	1.7	1	/	0.5
Cc1ccc(OCCN2C(=O)CSC2=O)cc1	-1.0	-5	-4	-4	-8	/	-7	-0.3	-2.5
CN(C)/C=C1/C(=O)NC(=O)N(CCNc2ncc(C(F)(F)F)cc2Cl)C1=O	2.3	0	3	-5	4	0.2	-5	-0.5	-0.7
Cn1cc(CN2CCCC(CO)(Cc3cccc(Cl)c3)C2)cn1 (configuration not stated)	-1.0	0	-10	-1	1	0.6	-4	-0.5	-0.6
N#CC1C(=O)NC(=O)CC12CCCCC2 (configuration not stated)	0.1	-2	-6	2	-3	0.2	-2	0.0	-1.6
O=C(C1CCCO1)N1CCN(C(=O)C23CC4CC(CC(C4)C2)C3)CC1 (configuration not stated)	0.4	1	4	1	-1	1.0	-4	/	-2.9
COc1ccccc1NC(=O)CSc1ccc(-c2ccc(-n3cccn3)cc2)nn1	/	-9	-10	4	/	0.4	/	0.9	0.2
CCc1ccc(C2=NN(CCC(=O)N3CCC4(CC3)OCCO4)C(=O)CC2)cc1	-0.4	8	22	5	-6	-2.3	6	3.2	-1.1
C=CCn1c(=N)n(CC(=O)c2cccc([N+](=O)[O-])c2)c2ccccc21	-0.3	-11	-2	8	-6	-2.8	4	-0.9	-2.9
CSc1nsc(SCC(=O)NCc2ccccc2)n1	-2.9	8	-5	1	-25	0.6	-11	-1.0	-0.5
Cc1cc(NC(=O)CSc2nc3ccsc3c(=O)n2CCCC(=O)NCCc2ccccc2)no1	0.2	13	-5	2	2	-0.6	1	-0.8	-4.3
CCSc1nc2sc3c(c2c(=O)n1-c1ccccc1)CCN(C)C3	29	20	-6	-16	-64	1.7	4	0.5	-4.6
COc1ccc2c(C(=O)CN3CC(C)OC(C)C3)c[nH]c2c1 (configuration not stated)	0.3	3	6	0	-2	/	-5	-0.1	-0.4
CCOC(=O)Cc1ncccc1C(=O)Nc1ccc(OC(F)(F)F)cc1	-0.1	-2	11	1	-8	-2.2	-18	-0.4	0.5
Cc1c(SCCO)c(=O)[nH]c2cc3c(cc12)OCO3	-0.2	-3	-39	7	5	0.5	1	-2.3	-1.3
COCCN(C(=O)CSCC(=O)Nc1ccc(C)cc1)c1c(N)n(CC(C)C)c(=O)[nH]c1=O	0.1	3	3	-2	6	2.0	3	-0.7	-0.5
CC(C)CN(C(=O)CN1CCN(c2ccccc2O)CC1)c1c(N)n(CC(C)C)c(=O)[nH]c1=O	-0.4	0	4	-3	-9	-2.1	-2	2.6	0.4
Cc1ccccc1NS(=O)(=O)c1nnc(NC(=O)C(C)C)s1	-1.3	0	4	-4	4	-0.4	-1	1.4	/
O=C(CCCCC(=O)NCCc1ccccc1)NCCc1ccccc1	1.4	3	3	-3	22	-0.2	-7	0.3	-2.2
CC(C)OCCCNC(=O)NC12CC3CC(CC(C3)C1)C2	-0.5	5	-5	4	-2	/	-2	-0.8	0.4
CC(=O)NC(Cc1cccc(F)c1)C(=O)NC1CCN(c2nnnn2-c2ccccc2)CC1 (configuration not stated)	-0.9	11	2	-1	3	0.0	2	0.4	-1.3
Cc1ccccc1NC(=O)Nc1ccccc1Br	-0.4	-2	6	1	-3	1.1	-8	0.0	-0.4
Cc1ccc(S(=O)(=O)N(CC(=O)NCC2CCCO2)Cc2cccc(C)c2)cc1 (configuration not stated)	-1.2	33	3	1	6	0.4	0	-1.7	-0.3
Cc1cc(CNC(=O)COc2ccc(F)cc2Cl)cc(C)c1O	-0.3	12	-8	9	-2	2.2	0	1.6	0.5
N#Cc1ccsc1NC(=O)CN1CCN(S(=O)(=O)c2ccc3ccccc3c2)CC1	-1.3	-2	0	8	2	-0.6	-1	0.4	-0.2
CCOc1nc(OCC)c2cnn(C)c2n1	1.2	12	7	1	-16	-0.2	5	-0.2	0.0
COC(=O)CNC(c1ccccc1)c1cc(Br)ccc1N (configuration not stated)	/	11	-7	3	/	0.4	/	0.5	-2.4
COC(=O)c1ccccc1N1CCS(=O)(=O)CC1	-1.1	3	-14	7	-8	0.0	-8	0.7	-1.1
COCCNC(=O)c1cc(-c2cccnc2)nc2ccc(Br)cc12	0.7	-9	-5	2	1	/	-1	-0.4	-3.1
COc1ccc(C2=CN(Cc3ccccc3)C(c3ccccc3)CC2=O)cc1 (configuration not stated)	0.1	41	3	0	-2	0.5	2	3.0	-1.8
O=C(Cn1c(/C=C/c2ccccc2)nc2ccccc21)Nc1ccc(F)cc1	-1.0	0	-18	0	-4	/	-2	-0.7	-0.4
CC(=O)N1CCc2c(sc(NC(=O)c3ccc([N+](=O)[O-])o3)c2C#N)C1	-0.4	-9	11	-11	-1	1.4	0	1.3	-0.5
CN1CCN(C(=O)C2=C[C@H](c3ccccc3)C[C@H](OCc3ccc(CO)cc3)O2)CC1	-0.1	7	-4	-4	-9	0.3	1	-1.0	-1.8
COc1ccc(Nc2nc(N)nc(CSC(=S)N3CCCCC3C)n2)cc1 (configuration not stated)	-0.6	-6	5	11	-6	1.8	0	0.5	-1.7
CCn1nnc(-c2ccccc2NC(=O)C(F)(F)F)n1	-0.3	6	12	8	9	-0.3	-3	-0.3	0.8
CCOc1cccc(CN2CCCC(CCC(=O)NCc3ccccc3F)C2)c1O (configuration not stated)	0.4	3	28	0	2	-0.5	-1	-0.6	1.0
CCc1c(C)nc(N2CCOCC2)[nH]c1=O	-0.8	2	0	3	-10	-0.4	10	11	-0.9
CC(CCCC(C)(C)O)NCc1cn[nH]c1-c1ccc2c(c1)OCO2 (configuration not stated)	-0.1	7	5	-5	-3	1.9	-1	0.0	-0.4
Cc1sc2ncnc(NCCCO)c2c1C	0.4	3	5	0	-3	2.2	-6	1.0	1.6

No new results follow: entries from further up.
SMILES	BoNT-A LC inh2	Yp Topo-I inh	CCHFV vOTU inh	PrPC surface inh	BoNT-F LC inh	TcdB GH inh	Anthrax LF inh2	PfHsp40 rescue	FadD28 FP inh
Cc1ccc(S(=O)(=O)N(CC(=O)NCC2CCCO2)Cc2cccc(C)c2)cc1 (configuration not stated)	-1.2	33	3	1	6	0.4	0	-1.7	-0.3
Cc1cc(CNC(=O)COc2ccc(F)cc2Cl)cc(C)c1O	-0.3	12	-8	9	-2	2.2	0	1.6	0.5
N#Cc1ccsc1NC(=O)CN1CCN(S(=O)(=O)c2ccc3ccccc3c2)CC1	-1.3	-2	0	8	2	-0.6	-1	0.4	-0.2
CCOc1nc(OCC)c2cnn(C)c2n1	1.2	12	7	1	-16	-0.2	5	-0.2	0.0

New compounds follow.
SMILES	BoNT-A LC inh2	Yp Topo-I inh	CCHFV vOTU inh	PrPC surface inh	BoNT-F LC inh	TcdB GH inh	Anthrax LF inh2	PfHsp40 rescue	FadD28 FP inh
O=C(N/N=C/c1ccc[nH]1)c1ccc(Cl)cc1	-0.7	-1	8	5	-3	1.0	-2	-0.6	-1.5
Cc1nnsc1C(=O)NC(C)c1ccccc1 (configuration not stated)	0.1	-7	-6	-9	6	0.2	3	-0.6	-3.1
Cn1cnnc1SCC(=O)N1CCc2ccccc21	1.0	-2	-1	9	?	/	6	-0.3	-0.7
Cc1ccc(C)c(NC(=S)N2CCN(S(=O)(=O)c3ccccc3)CC2)c1	-0.9	6	-1	-1	3	1.0	-2	0.0	-1.7
O=c1c(Cc2c(F)cccc2Cl)c(O)ccn1CCCn1ccnc1	-0.3	6	-11	-1	-10	0.1	4	-0.8	0.7
CCNC(=O)Cc1c(OC)ccc2cc(Br)ccc12	-0.1	-5	3	1	3	1.2	2	0.5	-4.8
Cn1cc(C(=O)NC2CCCCCC2)c(=O)c2cc(S(=O)(=O)N3CCCC3)ccc21	0.1	-4	-9	-1	2	/	0	-0.8	-3.0
COc1ccc2oc(-c3ccco3)cc(=O)c2c1	0.3	2	-184	-7	2	0.1	-2	0.8	-0.6
OC[C@@H]1CN(Cc2ccc(Cl)cc2)C[C@H](n2cnc3c(Nc4ccccc4)ncnc32)O1	-0.1	10	26	41*	2	-2.1	-1	/	-3.7
Cc1ccc(C(=O)C[n+]2ccc(Cc3ccccc3)cc2)cc1	0.1	3	-9	-11	-3	1.7	0	3.0	-0.6
COc1cccc(CN(Cc2cccnc2)S(=O)(=O)c2ccc(-n3cnnn3)c(C)c2)c1OC	-0.1	14	8	0	-14	1.2	1	2.0	0.5
COc1ccc(C(C)=O)cc1COC(=O)Cc1cc(OC)c(OC)c(OC)c1	0.6	9	2	-6	2	-2.8	-2	-2.1	-3.8
CCCN1CCN(CCCNC(=O)c2ccccc2NC(=O)C2=C(C)OCCS2)CC1	1.5	2	-11	9	-7	-2.1	4	-0.2	2.4
CCc1ccc(NC(=O)Nc2ccsc2C(=O)OC)cc1	-2.4	-7	18	11	-2	2.0	-1	0.1	/
Cc1sc2nc(C3CCCCC3)nc(SCC(=O)N3CC(=O)Nc4ccccc43)c2c1C	-0.1	-4	-8	-5	1	/	0	-1.8	-1.8
O=C(CN(C(=O)c1csnn1)c1cccc2ccccc12)NC1CCCC1	-1.9	2	-2	5	-17	0.3	-6	-1.5	-0.9
NC(=O)C1CCN(C(=O)c2ccc(NS(=O)(=O)c3ccc(Br)s3)cc2)CC1	4.1	-6	3	1	18	3.3	0	0.6	-2.1
O=C1NC(C(F)(F)F)(C(F)(F)F)N=C2SC=CN12	-1.6	-7	3	-3	?	0.9	10	-0.5	-1.8
FC(F)(F)c1cnc(N2CCSCC2)c(Cl)c1	-1.3	2	7	7	-17	0.4	-7	0.9	-1.3
Cc1ccc(-n2c(=S)sc3c(=O)n(-c4ccccc4F)c(SCC(=O)O)nc32)cc1C	-0.4	14	8	-11	-5	2.6	3	4.1	-1.5
CC(=O)COc1ncn(-c2ccccc2)n1	-0.1	3	2	6	3	/	5	0.8	-1.1
Cc1ccc(N2CC(C)Cn3c2nc2c3c(=O)n(CC(=O)OCc3ccccc3)c(=O)n2C)cc1C (configuration not stated)	-0.9	1	-3	-2	-2	/	-3	0.8	0.1
CN(C)c1ccc(NC(=O)C(=O)NCCOc2ccccc2)cc1	-0.5	0	10	11	-3	-0.4	4	-0.4	-3.4
CC[N+](C)(CC)CCCOC(=O)C(O)(c1ccccc1)C1CCCCC1 (configuration not stated)	0.1	-3	7	-2	11	/	2	0.7	-5.1
CCOC(=O)c1c(NC(=O)Cc2cccs2)sc(C)c1C	-1.8	29	3	5	-20	1.3	-5	1.8	-4.4
CC(C)N1CCc2c(sc(NC(=O)C3CCCCC3)c2C(N)=O)C1	0.0	-3	17	32*	-7	-5.5	-4	0.3	-2.2
CCC1(C(=O)NC(=Nc2ccccc2)Nc2ccccc2)CCOC1=O (configuration not stated)	-0.6	-4	-1	3	2	-8.1	0	-0.3	-0.1
Cc1cc2c(cc(C(=O)OC(C(=O)NC3CCCCC3)C(C)C)n2C)o1 (configuration not stated)	-0.9	16	12	-1	2	-0.1	3	0.9	-1.3
CC(=O)Nc1ccc(SCc2ncc(-c3ccccc3)o2)cc1	-2.6	1	6	10	5	0.7	0	0.4	0.1
Cc1c(NC(=O)N2CCCCCC2)c(=O)n(-c2ccccc2)n1C	0.8	3	1	-11	7	/	0	0.7	-3.3
CCCNC(=O)COC(=O)c1cc(SC)ccc1Cl	0.4	2	5	-2	-13	/	-1	0.0	-1.9
COCCNC(=O)COc1cc(=O)n(C)c2ccccc12	-0.1	5	-2	-5	-4	/	-1	-0.3	-0.9
CN(C(=O)COC(=O)c1cc[n+]([O-])cc1)c1ccccc1	-2.3	-12	-3	2	3	0.8	3	-0.2	1.5
CC(C)N(C(=O)C[n+]1ccc(/C=N/O)cc1)C(C)C	0.0	0	8	-11	-7	0.3	-1	0.5	0.3
C/C(=N\NC(=O)c1cccc(S(=O)(=O)N2CCOCC2)c1)c1ccc(C#N)cc1	-0.7	-5	-10	8	-1	2.0	5	0.6	-2.7
O=C(CCN1C(=O)c2ccccc2S1(=O)=O)Nc1ccc(F)c(F)c1F	/	3	-6	3	/	2.9	/	-0.2	0.6
